IL-1B inflam inh: inflammasome signaling inhibition, IL-1 beta readout; activity change, % at 57.5 µM; 4.7% of 360,000 active; THP-1 LPS/ATP IL-1B secretion, AlphaLISA, 16 h; active compounds read low; in the data active means activity change below about -50%; inconclusive means mostly about -30% to -49%; further: on the % scale 0 is the no-effect control and ±100 the full control effect
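Secreted IL-1B measured by AlphaLISA bead assay after 16 h compound exposure of THP-1 cells; compounds (final up to 57.5 uM) added 1 h before LPS (250 ng/mL) and ATP (1.25 mM) stimulation; lower signal means less secretion.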
GLP-1R agonist: GLP-1 receptor (human) agonism; P43220; HEK293 GLP-1R CRE-luciferase, luminescence, 4-6 h; cells express a hypersensitive GLP-1R form; Potency, µM (doses to about 45.6 µM), inactives show top-dose activation, actives largely listed as activators; 0.007% of 380,000 active; further: potency means the concentration at half of the fitted maximal effect; % of control where 0% means no effect
Target sequence (P43220 whole entry, looked up): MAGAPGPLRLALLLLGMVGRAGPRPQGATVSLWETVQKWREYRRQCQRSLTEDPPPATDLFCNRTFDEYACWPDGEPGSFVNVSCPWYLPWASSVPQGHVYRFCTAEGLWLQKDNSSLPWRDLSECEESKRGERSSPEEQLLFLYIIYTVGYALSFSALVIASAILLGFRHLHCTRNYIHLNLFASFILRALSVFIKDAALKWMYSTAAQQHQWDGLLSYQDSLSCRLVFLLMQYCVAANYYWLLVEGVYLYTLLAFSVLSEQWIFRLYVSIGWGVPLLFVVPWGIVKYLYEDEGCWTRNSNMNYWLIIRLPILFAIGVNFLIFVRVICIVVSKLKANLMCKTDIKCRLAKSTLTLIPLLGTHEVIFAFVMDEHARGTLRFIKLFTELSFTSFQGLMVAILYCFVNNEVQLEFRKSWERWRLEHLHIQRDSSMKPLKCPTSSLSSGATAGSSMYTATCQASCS
SW480 rereplic: induces DNA re-replication in SW480 colon adenocarcinoma cells | Potency, µM (highest dose often 46.1 µM), for inactives: at the highest dose re-replication activation, most hits filed as activators | 1.8% of 340,000 active | SW480 DNA re-replication, Hoechst DNA content imaging, 48 h; further: potency means the concentration at half of the fitted maximal effect; % of control where 0% means no effect; nearly all actives have a fitted effect of over 55% in size
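Quantitative HTS format with DMSO vehicle controls; 48 hr drug incubation at 37 C, then 40 min Hoechst staining and scanning imager measurement at 405 nm excitation.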
HT1080-NT tox: kills 2HG-producing HT-1080-NT fibrosarcoma cells | Potency, µM (titrated, usually from 46.1 µM), without a hit: at the highest dose activity, negative = less viability, most hits filed as cytotoxic | 1.6% of 360,000 active | AID 686970 | HT-1080-NT fibrosarcoma viability, CellTiter-Glo ATP luminescence, 48 h;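 further: NT is the 2HG producing partner of a matched IDH1 knockdown line; potency means the concentration at half of the fitted maximal effect; 0% = DMSO-treated cells and -100% = media-only wells without cells; nearly all actives have a fitted effect of over 55% in size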
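750 cells/well, RPMI + 5% FBS; 2 h settle, compound pin-transfer, 48 h at 37 degrees C. CellTiter-Glo 10 min RT, luminescence. Normalized to DMSO and media-only wells.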
HT1080 IDH1KD tx: HT-1080 IDH1 knockdown cell toxicity (counter line). Potency, µM (top dose mostly 46.1 µM), for the others: top-dose activity, negative = toxicity, hits mostly cytotoxic. HT-1080 IDH1 knockdown viability, ATP luminescence, 48 h. 2% of 360,000 active;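 further: potency means the concentration at half of the fitted maximal effect; 0% = DMSO wells and -100% = cell-free medium wells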
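Luminescent ATP read-out (CellTiter-Glo, 10 min at room temperature) after 48 h compound exposure at 37 °C gave viability of IDH1-knockdown HT-1080 cells. Activity was normalised to DMSO and cell-free wells, then fitted as concentration-response curves.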
D3 ag: agonists of human D3 dopamine receptor; P35462; D3R DiscoveRx beta-arrestin cells, luminescence, 90 min; max activation, %; 0.58% of 410,000 active; AID 652048; in the data active means max activation above about 30%; further: 0% is about no effect; mostly tested at two doses, the higher about 12 µM
Target sequence (P35462 whole entry, looked up): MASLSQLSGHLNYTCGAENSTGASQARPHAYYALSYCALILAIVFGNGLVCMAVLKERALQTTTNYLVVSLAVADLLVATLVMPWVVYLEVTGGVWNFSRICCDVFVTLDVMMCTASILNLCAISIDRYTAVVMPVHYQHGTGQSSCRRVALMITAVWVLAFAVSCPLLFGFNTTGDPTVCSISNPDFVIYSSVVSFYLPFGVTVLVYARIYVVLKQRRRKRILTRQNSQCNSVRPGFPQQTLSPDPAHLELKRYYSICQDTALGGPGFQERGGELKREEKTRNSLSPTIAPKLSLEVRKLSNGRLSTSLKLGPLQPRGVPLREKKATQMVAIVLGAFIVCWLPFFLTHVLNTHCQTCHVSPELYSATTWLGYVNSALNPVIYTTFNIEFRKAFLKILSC
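Agonist mode: compounds and dopamine controls were applied to plated cells for 90 min at 37 degrees C after an overnight attachment at 1500 cells/well. Luminescent read-out followed 30 - 60 minutes at room temperature with DiscoveRx detection reagent.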
D3 antag: D3 dopamine receptor (human) antagonism; P35462; D3R cells, DiscoveRx beta-arrestin luminescence, antagonist mode; active compounds read low; max response, negative = inhibition, %; 2.5% of 360,000 active; in the data active means max response below about -50%; inconclusive means no clear call, values can overlap the other calls; further: on the % scale 0 is the no-effect control and ±100 the full control effect; mostly tested at two doses, the higher about 12 µM
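Cells expressing the human receptor were seeded at 1500 cells/well, incubated overnight at 37 degrees C in 5% CO2, then exposed to library compounds with dopamine controls for 90 minutes at 37 degrees C before luminescent detection.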
KB-3-1 tox: KB-3-1 parental cell cytotoxicity | Potency, µM (highest dose often 46.1 µM), for the others: top-dose activity change, negative = cytotoxic, usual class: cytotoxic | KB-3-1 viability, CellTiter-Glo ATP luminescence, 72 h | 1.4% of 400,000 active; further: potency means the concentration at half of the fitted maximal effect; on the % scale 0 is the no-effect control and ±100 the full control effect; nearly all actives have a fitted effect of over 60% in size
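Viability of parental KB-3-1 cells, measured by CellTiter-Glo luminescence, followed a 72 h incubation at 37 °C with pinned compounds in phenol-red-free DMEM containing 10% FBS.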
KB-V1 MDR tox: KB-V1 MDR subline cytotoxicity; KB-V1 MDR cells viability, CellTiter-Glo, 72 h; Potency, µM (titrated, usually from 46.1 µM), without a hit: at the top dose activity change, negative = cytotoxicity, usual class: cytotoxic; 3.4% of 400,000 active; further: potency means the concentration at half of the fitted maximal effect; on the % scale 0 is the no-effect control and ±100 the full control effect; nearly all actives have a fitted effect of over 60% in size
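Luminescent ATP read-out (CellTiter-Glo, 10 min) measures survival of drug-selected KB-V1 MDR cells after 72 h, 37 degrees C compound exposure. Medium: phenol-red-free DMEM, 10% FBS. Values from fitted concentration-response curves.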
Numbers without * were called inactive; [ ] = another dose, or the depositor's remark. Unless noted, the call rests on the fitted dose curve; in most records, active means well fitted curve in the direction sought with a large enough effect; inconclusive means small, poorly fitted or top-dose-only effect, or another doubt; inactive means no such curve, though single readings can be large; an effect the other way counts as inactive or inconclusive.

Cc1ccc(S(=O)(=O)N(C)Cc2ccc(C(=O)N/N=C3\CCCC(=O)C3)cc2)cc1 was read as IL-1B inflam inh 7, GLP-1R agonist -11%, SW480 rereplic 13%, HT1080-NT tox 10%, HT1080 IDH1KD tx 21%, D3 ag -4, D3 antag 5, KB-3-1 tox 9% and KB-V1 MDR tox -1%.
For CC(=O)Nc1ccc(-c2noc(-c3csc([C@@H]4C[C@H](O)[C@@H](CO)O4)n3)n2)cc1 the results were IL-1B inflam inh -55*, GLP-1R agonist -5%, HT1080-NT tox inconclusive, HT1080 IDH1KD tx 7%, D3 ag 6, D3 antag -7, KB-3-1 tox 0% and KB-V1 MDR tox 6%.
For CC(=O)Oc1cc2c(cc1OC(C)=O)C(=O)CCCC2 the results were IL-1B inflam inh 3, GLP-1R agonist -3%, HT1080-NT tox -1%, HT1080 IDH1KD tx -17%, D3 ag 66*, D3 antag -2, KB-3-1 tox -16% and KB-V1 MDR tox 8%.
`COc1ccc(/C=N/n2c(C)nc3sc(C)c(C)c3c2=O)cc1OC` gave IL-1B inflam inh 21, GLP-1R agonist 10%, SW480 rereplic -4%, HT1080-NT tox 2%, HT1080 IDH1KD tx 28%, D3 ag 5, D3 antag 31, KB-3-1 tox 0% and KB-V1 MDR tox 0%.
CO[C@H]1CN(C)C(=O)c2ccc(NC(=O)C3CCC3)cc2OC[C@H](C)N(CC2CCCCC2)C[C@@H]1C was read as IL-1B inflam inh 15, HT1080-NT tox inconclusive, HT1080 IDH1KD tx inconclusive, D3 ag 6, D3 antag -14, KB-3-1 tox inconclusive and KB-V1 MDR tox inconclusive.
Screening COc1ccc(CCNC(=O)C2CC(=O)N(c3ccc(C)cc3)C2)cc1OC (stereo not given) returned IL-1B inflam inh 9, GLP-1R agonist 7%, SW480 rereplic 4%, HT1080-NT tox 16%, HT1080 IDH1KD tx -8%, D3 ag -17, D3 antag -2, KB-3-1 tox -16% and KB-V1 MDR tox -16%.
`CC(=O)Nc1ccc(S(=O)(=O)N(C)CC(=O)OCC(=O)N2CCCCCC2)cc1` gave IL-1B inflam inh 17, GLP-1R agonist 6%, SW480 rereplic 2%, HT1080-NT tox 19%, HT1080 IDH1KD tx 9%, D3 ag 2, D3 antag 7, KB-3-1 tox 9% and KB-V1 MDR tox 16%.
Screening O=C(c1cncc(Br)c1)N1CCN(S(=O)(=O)c2ccccc2C(F)(F)F)CC1 returned IL-1B inflam inh 23, GLP-1R agonist 7%, SW480 rereplic -7%, HT1080-NT tox 3%, HT1080 IDH1KD tx 5%, D3 ag 8, D3 antag 4, KB-3-1 tox 11% and KB-V1 MDR tox inconclusive.
`O=C(c1c(F)cccc1F)N1CCN(c2ncccn2)CC1` gave IL-1B inflam inh -5, GLP-1R agonist 8%, SW480 rereplic -17%, HT1080-NT tox 21%, HT1080 IDH1KD tx 14%, D3 ag 5, D3 antag 18, KB-3-1 tox 0% and KB-V1 MDR tox 12%.
For CO/N=C(/CS(=O)(=O)c1ccc(Br)cc1)c1ccc(OC)cc1 the results were IL-1B inflam inh 0, GLP-1R agonist 1%, SW480 rereplic inconclusive, HT1080-NT tox -17%, HT1080 IDH1KD tx inconclusive, D3 ag -2, D3 antag -7, KB-3-1 tox inconclusive and KB-V1 MDR tox inconclusive.
For CC(C)(C(=O)c1ccccc1)/[N+]([O-])=C/c1ccc(Br)cc1 the results were IL-1B inflam inh -15, GLP-1R agonist -6%, SW480 rereplic -1%, HT1080-NT tox 6%, HT1080 IDH1KD tx 7%, D3 ag -5, D3 antag -10, KB-3-1 tox 5% and KB-V1 MDR tox inconclusive.
Screening O=C(NCc1ccco1)c1cc(NS(=O)(=O)c2cccc([N+](=O)[O-])c2)ccc1O returned IL-1B inflam inh -22, GLP-1R agonist 2%, SW480 rereplic -62%, HT1080-NT tox 1%, HT1080 IDH1KD tx -5%, D3 ag -18, D3 antag 0, KB-3-1 tox 2% and KB-V1 MDR tox inconclusive.
CS(=O)(=O)N(Cc1ccccc1)c1ccc(C(=O)N2CCc3ccccc3C2)cc1 was read as IL-1B inflam inh 6, GLP-1R agonist 8%, SW480 rereplic -5%, HT1080-NT tox 4%, HT1080 IDH1KD tx 1%, D3 ag -4, D3 antag -15, KB-3-1 tox inconclusive and KB-V1 MDR tox -14%.
For O=C(Cn1c(=O)n(CC2CCCO2)c(=O)c2ccccc21)Nc1cccc(Cl)c1 (stereo not given) the results were GLP-1R agonist -2%, D3 ag 2, KB-3-1 tox 14% and KB-V1 MDR tox 13%.
Screening CNc1nc(NCCOc2ccccc2Cl)c2sccc2n1 returned IL-1B inflam inh inconclusive, GLP-1R agonist 25%, HT1080-NT tox inconclusive, HT1080 IDH1KD tx -22%, D3 ag -12, D3 antag inconclusive, KB-3-1 tox -3% and KB-V1 MDR tox inconclusive.
`Cc1ccc(/C=C2\SC(=S)N(CCC(=O)NNC(=O)c3ccc(O)cc3)C2=O)cc1` gave IL-1B inflam inh -1, GLP-1R agonist 7%, SW480 rereplic 0%, HT1080-NT tox -3%, HT1080 IDH1KD tx -1%, D3 ag -2, D3 antag -10, KB-3-1 tox 23% and KB-V1 MDR tox 14%.
Screening COc1cc(CNn2nnnc2N)ccc1OCc1c(Cl)cccc1Cl returned IL-1B inflam inh -7, GLP-1R agonist 1%, SW480 rereplic 0%, HT1080-NT tox -21%, HT1080 IDH1KD tx -17%, D3 ag 22, D3 antag 36, KB-3-1 tox 16µM* and KB-V1 MDR tox 15µM*.
NC(=S)NC(c1ccccc1)c1ccncc1 (stereo not given) was read as IL-1B inflam inh 16, GLP-1R agonist -1%, SW480 rereplic -47%, HT1080-NT tox inconclusive, HT1080 IDH1KD tx 7%, D3 ag 5, D3 antag -1, KB-3-1 tox 7% and KB-V1 MDR tox 6%.
Screening CC(=O)Nc1cccc(OC(=O)c2ccoc2C)c1 returned IL-1B inflam inh 10, GLP-1R agonist -1%, SW480 rereplic 1%, HT1080-NT tox -1%, HT1080 IDH1KD tx -1%, D3 ag -8, D3 antag 17, KB-3-1 tox -2% and KB-V1 MDR tox -7%.
Screening Cc1ccc(-n2c(C)cc(/C=N/NC(=O)c3ccncc3)c2C)cc1 returned IL-1B inflam inh 11, GLP-1R agonist -9%, SW480 rereplic -1%, HT1080-NT tox 2%[9.24 µM], HT1080 IDH1KD tx inconclusive, D3 ag -15, D3 antag 11, KB-3-1 tox 1% and KB-V1 MDR tox 0%.
For COc1ccc(N2CCN(CC(=O)Nc3ncc(C)s3)CC2)cc1 the results were IL-1B inflam inh 3, GLP-1R agonist -3%, SW480 rereplic 3%, HT1080-NT tox -2%, HT1080 IDH1KD tx -15%, D3 ag 4, D3 antag 6, KB-3-1 tox -5% and KB-V1 MDR tox 0%.
For Cc1cc(C)cc(C(=O)N2CCN(Cc3ccc4c(c3)OCO4)CC2)c1 the results were IL-1B inflam inh inconclusive, GLP-1R agonist 15%, SW480 rereplic inconclusive, HT1080-NT tox -14%, HT1080 IDH1KD tx -16%, D3 ag -6, D3 antag -7, KB-3-1 tox -10% and KB-V1 MDR tox 0%.
Screening Cc1c(CN2CCC(CO)(CCOc3ccccc3)CC2)[nH]c2c(Cl)cccc12 returned IL-1B inflam inh 0, GLP-1R agonist 10%, SW480 rereplic inconclusive, HT1080-NT tox 21µM*, HT1080 IDH1KD tx 18µM*, D3 ag -11, D3 antag inconclusive, KB-3-1 tox inconclusive and KB-V1 MDR tox inconclusive.
For Nc1cc(=O)[nH]c(SCC(=O)Nc2ccc(Br)cc2)n1 the results were IL-1B inflam inh -6, GLP-1R agonist 0%, SW480 rereplic 0%, HT1080-NT tox -13%, HT1080 IDH1KD tx -13%, D3 ag -5, D3 antag -4, KB-3-1 tox 0% and KB-V1 MDR tox 21%.
CCOc1ccc(NC(=O)COC(=O)CC2CCCCC2)cc1 was read as IL-1B inflam inh -5, GLP-1R agonist 14%, SW480 rereplic -7%, HT1080-NT tox 9%, HT1080 IDH1KD tx 1%, D3 ag 2, D3 antag 4, KB-3-1 tox 14% and KB-V1 MDR tox 0%.
Screening O=C(NCc1ccccc1)C1C(c2ccc3c(c2)OCO3)=Nc2ccccc2N1C(=O)c1ccco1 (stereo not given) returned IL-1B inflam inh -15, HT1080-NT tox 13µM*, HT1080 IDH1KD tx 8.2µM*, D3 ag -3, D3 antag -23, KB-3-1 tox 7.3µM* and KB-V1 MDR tox inconclusive.
For O=C(Cc1ccc(F)cc1)N(c1ccc(F)cc1)C1C=CS(=O)(=O)C1 (stereo not given) the results were IL-1B inflam inh -7, GLP-1R agonist 0%, SW480 rereplic inconclusive, HT1080-NT tox 8%, HT1080 IDH1KD tx 0%, D3 ag 11, D3 antag 5, KB-3-1 tox -3% and KB-V1 MDR tox 12%.
COc1ccc(N(CC(=O)NC2CCCCC2)S(=O)(=O)c2cccs2)cc1 was read as IL-1B inflam inh 1, GLP-1R agonist 0%, SW480 rereplic -27%, HT1080-NT tox 4%, HT1080 IDH1KD tx 6%, D3 ag -9, D3 antag 19, KB-3-1 tox 25% and KB-V1 MDR tox 20%.
For COc1ccc(C(O)(CCc2ccccc2)CCN2CCCCC2)cc1 (stereo not given) the results were IL-1B inflam inh -2, GLP-1R agonist 7%, SW480 rereplic inconclusive, HT1080-NT tox -16%, HT1080 IDH1KD tx -21%, D3 ag -11, D3 antag -27, KB-3-1 tox -15% and KB-V1 MDR tox 0%.
`COC(=O)c1ccc(C(=O)OC)c(NC(=O)CSCc2ccc(Br)cc2)c1` gave IL-1B inflam inh -12, GLP-1R agonist -1%, SW480 rereplic -8%, HT1080-NT tox -5%, HT1080 IDH1KD tx -4%, D3 ag -2, D3 antag 1, KB-3-1 tox -14% and KB-V1 MDR tox inconclusive.

Screening results: PubChem BioAssay, National Center for Advancing Translational Sciences (NCATS)

Outcome played no part in choosing rows (roughly 12% active in at least one column).
